Screening results (PubChem BioAssay)
LYPLA1 inh: LYPLA1 inhibitors, primary screen, counter-screen for PME1 inhibitor project, biochemical, fluorescence polarization, FP-Rh probe ABPP | inhibition, % at 5.9 µM | recombinant LYPLA1 | actives 0.16% (n = 320,000) | Acyl-protein thioesterase 1 (Homo sapiens), O75608;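 active = inhibition above the mean of all tested compounds plus 3 SD, set per campaign, cut at about 14% in these data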;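 also: inhibitors block serine hydrolase probe labeling of LYPLA1 so polarization falls; 0% = enzyme with DMSO and 100% = wells lacking LYPLA1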
GSTO1 counter: inhibitors of recombinant GSTO1, primary screen, counter-screen for RBBP9 inhibitor project, biochemical, fluorescence polarization; Glutathione S-transferase omega-1 (Homo sapiens), P78417; activity-based probe fluorescence polarization; inhibition, % at 5.96 µM; actives 1.1% (n = 300,000);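 active = inhibition above the campaign mean inhibition plus 3 SD, cut at about 35% in these data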;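 also: 0% = GSTO1-1 with DMSO and 100% = wells lacking GSTO1-1 enzyme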
Target sequence (P78417 whole entry, looked up): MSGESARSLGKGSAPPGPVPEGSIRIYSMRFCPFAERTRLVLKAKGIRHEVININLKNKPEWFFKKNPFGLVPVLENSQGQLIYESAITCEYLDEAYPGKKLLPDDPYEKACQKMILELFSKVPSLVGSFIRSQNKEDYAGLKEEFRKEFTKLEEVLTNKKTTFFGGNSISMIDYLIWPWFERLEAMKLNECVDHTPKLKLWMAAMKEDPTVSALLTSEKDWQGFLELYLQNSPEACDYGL
PAFAH2 FP inh: PAFAH2 enzyme inhibitors, primary screen, biochemical, fluorescence polarization, human | Platelet-activating factor acetylhydrolase 2, cytoplasmic (Homo sapiens), Q99487 | recombinant PAFAH2, FP-rhodamine activity probe | inhibition, % at 3.39 µM | actives 0.99% (n = 340,000);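 active = inhibition above the mean over all tested compounds plus 3 SD, cut at about 30% in these data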;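 also: inhibitors block probe labeling of enzyme so polarization drops; 0% = enzyme with DMSO and 100% = wells lacking PAFAH2 protein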
PREPL inh: PREPL enzyme inhibitors, primary screen, biochemical, fluorescence polarization. Prolyl endopeptidase-like (Homo sapiens), Q4J6C6. recombinant PREPL, fluorescence polarization activity-based probe. inhibition, % at 5.96 µM. actives 0.68% (n = 320,000). AID 2751, 2010; in the data active = inhibition above about 43%;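 also: 0% = enzyme with DMSO and 100% = wells lacking enzyme; many of its hits are not listed in these tables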
EBNA-1 inhibitor: EBNA-1 DNA-binding inhibitors, primary screen, biochemical, fluorescence polarization. inhibition, % at 14.8 µM. actives 0.34% (n = 300,000). AID 1950, 2009; in the data active = inhibition above about 28%
ZTA counter: counter-screen for EBNA-1 inhibitors: inhibitors of Epstein-Barr virus ZTA | ZTA-DNA binding, fluorescence polarization | inhibition, % at 11 µM | actives 0.15% (n = 320,000) | AID 2234; in the data active = inhibition above about 33%
Target sequence (P03206 whole entry, looked up): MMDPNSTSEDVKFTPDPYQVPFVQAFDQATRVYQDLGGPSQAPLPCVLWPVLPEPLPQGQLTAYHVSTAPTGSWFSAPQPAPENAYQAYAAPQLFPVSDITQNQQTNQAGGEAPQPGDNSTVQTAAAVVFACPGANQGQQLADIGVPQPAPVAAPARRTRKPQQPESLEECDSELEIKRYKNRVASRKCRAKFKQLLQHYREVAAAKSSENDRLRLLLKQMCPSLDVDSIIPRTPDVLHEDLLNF
LYPLA2 inh: LYPLA2 inhibitors, primary screen, counter-screen for PME1 inhibitor project, biochemical, fluorescence polarization, FP-Rh probe ABPP; inhibition, % at 5.9 µM; recombinant LYPLA2; Acyl-protein thioesterase 2 (Homo sapiens), O95372; actives 0.38% (n = 320,000);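 active = inhibition above the screen-wide mean plus 3 SD, limit set per campaign, cut at about 26% in these data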;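 also: 0% = LYPLA2 with DMSO and 100% = wells lacking LYPLA2 enzyme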
Target sequence (O95372 whole entry, looked up): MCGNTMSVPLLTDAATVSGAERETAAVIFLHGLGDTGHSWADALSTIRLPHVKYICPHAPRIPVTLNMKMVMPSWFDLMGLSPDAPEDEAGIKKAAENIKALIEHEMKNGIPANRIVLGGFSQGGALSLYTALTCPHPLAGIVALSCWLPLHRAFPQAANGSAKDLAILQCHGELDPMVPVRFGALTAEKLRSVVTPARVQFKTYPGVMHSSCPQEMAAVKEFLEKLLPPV
PAD4 FP inh: human PAD4 inhibitors, primary screen, biochemical, fluorescence polarization, 1536-well format; actives 0.41% (n = 330,000); inhibition, % at 6.36 µM; recombinant PAD4, RCA probe fluorescence polarization; Protein-arginine deiminase type-4 (Homo sapiens), Q9UM07;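 active = percent inhibition above a cutoff equal to the mean of all tested compounds plus 3 SD, cut at about 15% in these data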;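 also: 0% = PAD4 with RCA probe and DMSO and 100% = probe without PAD4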
PAFAH1B3 inh: PAFAH1B3 enzyme inhibitors, primary screen, biochemical, fluorescence polarization, human; Platelet-activating factor acetylhydrolase IB subunit alpha1 (Homo sapiens), Q15102; inhibition, % at 3.39 µM; recombinant PAFAH1B3, FP-rhodamine probe; actives 0.28% (n = 340,000);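 active = inhibition above the screen-wide average of all tested compounds plus 3 SD, cut at about 25% in these data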;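 also: 0% = enzyme with DMSO only and 100% = wells lacking PAFAH1B3 protein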
Target sequence (Q15102 whole entry, looked up): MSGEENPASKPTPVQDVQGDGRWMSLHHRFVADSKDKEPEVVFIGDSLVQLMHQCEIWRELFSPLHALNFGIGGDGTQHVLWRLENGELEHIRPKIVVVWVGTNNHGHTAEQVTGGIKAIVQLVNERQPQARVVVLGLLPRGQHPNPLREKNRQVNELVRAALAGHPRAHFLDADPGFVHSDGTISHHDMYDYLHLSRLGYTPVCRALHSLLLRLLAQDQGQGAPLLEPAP
The depositor's hits bear a star; . = no result given. This is a subset; the hit share may differ from the screen's.

SMILES | LYPLA1 inh | GSTO1 counter | PAFAH2 FP inh | PREPL inh | EBNA-1 inhibitor | ZTA counter | LYPLA2 inh | PAD4 FP inh | PAFAH1B3 inh
CCC(=O)N1CCc2cc(Br)cc(S(=O)(=O)N3CCCC(C(=O)NC(C)(C)C)C3)c21 (configuration not stated) | 2 | 5 | -6 | 13 | -5 | -16 | 7 | 6 | 5
Cc1ccc(S(=O)(=O)N(C)C)cc1NC(=O)c1c(-c2c(F)cccc2Cl)noc1C | 0 | 7 | -7 | -8 | -3 | -9 | 0 | 5 | 9
Cc1cc(C)nc(N/N=C/C2=C(O)CC(c3ccc(F)cc3)CC2=O)n1 (configuration not stated) | 1 | 7 | . | 2 | -4 | -14 | 2 | -5 | .
CCOc1ccc(CN(C)C(=O)CCN2C(=O)c3ccccc3C2=O)cc1OC | -1 | -3 | -4 | 2 | -12 | -20 | -3 | 1 | 1
Cc1cccc(N(CC(=O)NC(C)C)C(=O)c2ccc(N3CCCC3)nc2)c1 | -1 | -2 | -4 | 5 | 3 | 6 | 0 | -1 | 0
CC(=O)Nc1ccc(OCCOc2ccc(/C=C3\C(=N)N4N=C(C(C)C)SC4=NC3=O)cc2)cc1 | 8 | -8 | -6 | 13 | 7 | 8 | 7 | 1 | 0
O=C(CCCC(=O)N(CC(=O)NC1CCCCC1)Cc1ccccc1)Nc1ccccn1 | 2 | -6 | -7 | 21 | -20 | 6 | 1 | -6 | 0
CCNc1nc(C)c(CN(C(C)=O)c2ccccc2)nc1C#N | 2 | 0 | -4 | 5 | -1 | -15 | 8 | 1 | 1
COC(=O)c1c(N)sc(C(=O)N2CCOCC2)c1C | 0 | 12 | 10 | -11 | -9 | -6 | 0 | 3 | -3
CN(CC(=O)Nc1ccccc1C(=O)NC1CC1)Cc1ccc(N(C)C)cc1 | 2 | . | 0 | 19 | . | -13 | 3 | -3 | -7
CC(C)(Oc1ccc(Cl)cc1)C(=O)Nc1c2c(nn1C(C)(C)C)CS(=O)(=O)C2 | -1 | 3 | -6 | -14 | 0 | -5 | -3 | 2 | 4
Cn1c(CNC(=O)Cc2ccc3c(c2)OCO3)nnc1SCc1ccccc1 | 5 | 4 | 6 | -3 | 8 | -2 | 3 | 0 | 1
Cc1cc(Oc2ccc(N)cn2)cc(C)c1Cl | 5 | 3 | 5 | 0 | 6 | -5 | 5 | 2 | 3
COc1cccc2[nH]c3c(N4CCCCC4)ncnc3c12 | 2 | -2 | 1 | 8 | -8 | 5 | 2 | 0 | 3
CC(C)C(=O)NC(c1ccccc1Cl)c1c(O)ccc2ccccc12 (configuration not stated) | -1 | -2 | 10 | 13 | -13 | -4 | -3 | -6 | 10
O=C(O)c1cc(-c2ccc3ccccc3n2)nc2ccccc12 | 3 | -2 | 5 | -6 | -2 | 13 | 8 | 1 | 1
Cc1[nH]c(C)c(S(=O)(=O)N2CCCCC2)c1C(=O)N1CCCC1 | 1 | 0 | 2 | 4 | 7 | 9 | 2 | 3 | 6
CC(C)c1cccc(C(C)C)c1OC(=O)[C@H]1OC(C(C)(C)C)=C[C@@H]1c1ccccc1 | 3 | . | 6 | 3 | . | 6 | 4 | 4 | 10
CC(NC(=O)c1cccs1)c1ccc(Cl)cc1 (configuration not stated) | 0 | 0 | -3 | 1 | -8 | -13 | -4 | 0 | 9
O=C(Cn1nnc(-c2ccccc2Cl)n1)Nc1cccc(S(=O)(=O)N2CCCC2)c1 | . | . | -13 | 2 | . | . | . | -3 | -7
Cc1cc(=O)[nH]c(=S)n1-c1ccccc1 | 2 | 4 | -1 | 15 | -10 | -15 | 1 | 7 | -1
CCOC(=O)C1CCN(c2ccc(C(N)=O)cc2[N+](=O)[O-])CC1 | 3 | -5 | 3 | 9 | -3 | -9 | 0 | -2 | 2
O=Cc1cccn1-c1sc2c(c1C(=O)O)CCCC2 | -2 | -5 | -5 | 10 | 5 | -7 | 6 | 1 | 2
Cc1ccc(NCC(=O)N/N=C\c2cccc(O)c2)cc1 | -1 | -2 | -3 | 9 | 1 | -15 | 4 | 0 | -2
Cc1cc(C)cc(OCC(=O)OCC(=O)c2cc(C)n(C3CC3)c2C)c1 | -8 | -5 | -5 | -16 | 2 | 12 | -3 | -5 | -7
CCCCCc1ccc(CC(=O)O)cc1 | -1 | 9 | 2 | 1 | 15 | 0 | -2 | -1 | -3
O=C(NNC(=O)c1cccc2ccccc12)c1ccc2c(c1)OCO2 | -1 | -5 | 6 | 8 | -14 | -1 | 1 | 1 | 6
CCOC(=O)c1ccc(NC(=O)Nc2cccc(C)n2)cc1 | -3 | 6 | -6 | -1 | 9 | 0 | 1 | -5 | 7
COc1ccc(CCNC(=O)COc2ccc(N(C)S(=O)(=O)c3ccc(C)cc3)cc2)cc1 | -2 | 4 | 3 | 11 | 6 | -22 | 3 | 0 | -3
CC(Sc1nc2ccccc2o1)C(=O)O (configuration not stated) | -1 | 6 | 4 | 2 | 13 | 1 | 10 | 4 | 8

Following part:
Values run as follows: LYPLA1 inh	GSTO1 counter	PAFAH2 FP inh	PREPL inh	EBNA-1 inhibitor	ZTA counter	LYPLA2 inh	PAD4 FP inh	PAFAH1B3 inh
CC(C)(C)[C@H]1COC(=O)CCC/C=C/C[C@H](CC(=O)N(CCO)Cc2ccccc2)C(=O)N1
 : .	.	2	12	.	.	.	10	7
COC1CCCN(Cc2cn(C)nc2-c2ccc(Oc3ccccc3)cc2)C1 (configuration not stated)
 : 0	-7	0	13	-4	1	6	0	6
CCSc1nnc(-c2sc3nnc(-c4ccccc4)c(-c4ccccc4)c3c2N)o1
 : 4	12	-7	4	0	9	3	-3	5
O=C(Cc1ccc2c(c1)OCCO2)Nc1cccc(S(=O)(=O)N2CCOCC2)c1
 : -1	.	5	11	.	-7	5	-7	14
CCOc1ccc(OCCC(=O)OCC(=O)NC2CCCCC2)cc1
 : -5	-2	7	5	10	0	-2	-2	22
COCC(C)n1c(SCC(=O)c2cc(C)n(C)c2C)nc2ccccc2c1=O (configuration not stated)
 : 0	3	-3	15	-11	-6	-5	1	4
C=CCON/C(CCC)=C1\C(=O)C(C(=O)OC)C(C)(C)CC1=NC (configuration not stated)
 : -2	1	6	-3	-2	14	0	-2	6
CCOc1cc(C(=O)Nc2ccc(S(=O)(=O)Nc3cc(C)on3)cc2)cc(OCC)c1OCC
 : -2	0	4	8	-2	0	-6	3	4
Cc1nnc(SCc2ccc(C(=O)Nc3cc(Cl)ccc3C)cc2)s1
 : -3	-4	-2	-4	-6	-5	6	-9	-7
COc1ccc(-n2c(C)c(C)c3c(NCCN(C)C)ncnc32)cc1
 : 3	23	-3	0	-3	6	1	2	0
Cc1ccccc1CN1CCN(c2nc3ccccc3s2)CC1
 : 3	-3	-5	9	-4	-16	9	1	7
Cc1c(C(=O)N2CCN(c3ccccn3)CC2)cccc1[N+](=O)[O-]
 : -2	8	-6	3	-4	-4	1	2	0
CCN(C(=O)COc1cc(=O)n(C)c2ccccc12)c1cccc(Cl)c1
 : -4	-5	0	-19	4	7	1	-1	-6
CC(=O)Nc1ccc(S(=O)(=O)N(Cc2ccccc2)c2ccccn2)cc1
 : -5	-7	-1	-12	-4	15	-4	-3	3
CCOC(=O)C1=C(COC(=O)COc2cc(C)ccc2C)NC(=O)NC1C (configuration not stated)
 : 1	5	1	-4	1	11	2	4	3

Next section; the last 7 above are carried over.
Values run as follows: LYPLA1 inh	GSTO1 counter	PAFAH2 FP inh	PREPL inh	EBNA-1 inhibitor	ZTA counter	LYPLA2 inh	PAD4 FP inh	PAFAH1B3 inh
Cc1nnc(SCc2ccc(C(=O)Nc3cc(Cl)ccc3C)cc2)s1
 : -3	-4	-2	-4	-6	-5	6	-9	-7
COc1ccc(-n2c(C)c(C)c3c(NCCN(C)C)ncnc32)cc1
 : 3	23	-3	0	-3	6	1	2	0
Cc1ccccc1CN1CCN(c2nc3ccccc3s2)CC1
 : 3	-3	-5	9	-4	-16	9	1	7
Cc1c(C(=O)N2CCN(c3ccccn3)CC2)cccc1[N+](=O)[O-]
 : -2	8	-6	3	-4	-4	1	2	0
CCN(C(=O)COc1cc(=O)n(C)c2ccccc12)c1cccc(Cl)c1
 : -4	-5	0	-19	4	7	1	-1	-6
CC(=O)Nc1ccc(S(=O)(=O)N(Cc2ccccc2)c2ccccn2)cc1
 : -5	-7	-1	-12	-4	15	-4	-3	3
CCOC(=O)C1=C(COC(=O)COc2cc(C)ccc2C)NC(=O)NC1C (configuration not stated)
 : 1	5	1	-4	1	11	2	4	3
Cc1ccc2nc(-c3ccc(N4C(=O)CC(N5CCC(C(N)=O)CC5)C4=O)cc3)sc2c1 (configuration not stated)
 : -3	-8	.	3	1	4	1	-1	.
COc1ccc(S(=O)(=O)N(C)C[C@@H]2Oc3ccc(NC(=O)Nc4c(C)noc4C)cc3C(=O)N([C@H](C)CO)C[C@@H]2C)cc1
 : .	.	7	-2	.	.	.	-4	-1
Cc1c(C(=O)Nc2ccccc2)sc2nc[nH]c(=O)c12
 : -1	9	29	12	2	18	-1	-1	13
O=C(O)CCNC(=O)c1ccc(NC(=O)C(c2ccccc2)c2ccccc2)cc1
 : -1	-2	-4	1	7	5	-3	4	4
O=C(C1CC1)N(CCN(C(=O)C1CC1)c1ccccc1)c1ccccc1
 : -1	-6	7	7	2	-11	3	2	0
Cc1occc1-c1nnc(SCC(=O)c2ccc(F)cc2)n1Cc1ccco1
 : 1	7	5	2	1	0	12	-3	7
COc1ccc(-c2c(C)nc3c(-c4ccc(F)cc4)cnn3c2N)cc1
 : 1	0	2	13	0	4	8	-8	6
CCCCC/S(CC1CC1(Cl)Cl)=N\S(=O)(=O)c1ccc(C)cc1 (configuration not stated)
 : 3	4	4	9	5	-4	3	-4	-4
Cc1cccc(C(=O)OCC(=O)N(C)CC(=O)Nc2ccc(Cl)c(C(F)(F)F)c2)c1
 : -17	.	-5	0	.	16	-30	2	1
CCOc1nc(NCc2ccco2)nc(Nc2ccc(OC)cc2)n1
 : -5	8	-4	9	8	-5	5	-1	-3
COc1ccc(/C=C/C2=NC(=C\N(C)C)/C(=O)O2)cc1
 : 0	4	14	16	-4	15	11	0	1
COC(=O)c1cc(=O)n(-c2ccc(C(F)(F)F)cc2)[nH]1
 : -3	-2	9	2	5	-4	2	-1	10
COCC(CN1CCN(C2=NS(=O)(=O)c3ccccc32)CC1)OC(=O)c1ccc(OC)cc1 (configuration not stated)
 : -1	-1	0	0	-1	-15	0	0	6
COCCN1Cc2c(sc(C)c2C)N(C(=O)c2ccccc2)C1
 : -1	13	0	7	-9	1	1	2	0
CCN(CC)S(=O)(=O)c1cccc(-c2n[nH]c(=S)n2C(C)COC)c1 (configuration not stated)
 : 1	2	6	20	13	3	4	2	0
